Bioassay records (PubChem BioAssay)
Tat export inh: E. coli Tat export inhibitors, primary screen, MC4100, TorA-mCherry reporter, fluorescence, single point. inhibition, % at 10 µM. actives 0.036% (n = 340,000). AID 488895, 2010;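 active means mean replicate inhibition at least 50% and at least half of replicates individually reaching 50%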;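 further: exported cargo escapes ClpAP degradation while cytoplasmic cargo is degraded and loses fluorescence; 0% = median of neutral control wells and 100% = median of NaSCN control wells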
phage Ecoli inh: growth loss of phage-infected E. coli, primary screen, RecBCD inhibitor project, absorbance, with phage, HTS; AID 651602, 2012; actives 0.26% (n = 360,000); inhibition, % at 11.9 µM; in the data active means inhibition above about 11%
CAL PDZ FP: CAL PDZ peptide-binding inhibitors, primary screen, biochemical, fluorescence polarization, Cer-tagged CAL PDZ, HTS | actives 0.02% (n = 330,000) | purified CAL PDZ, TMR-peptide fluorescence polarization, 1 h | AID 504414, 2011 | inhibition, % at 20 µM;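 active means highest replicate inhibition of at least 40%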;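 further: plate controls were DMSO neutral control wells for no effect and unlabeled competitor peptide control wells for full effect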
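System: purified tagged CAL PDZ domain construct (CerCALP). Schedule: 1 h incubation at room temperature before polarization reading. Medium: 25 mM sodium phosphate pH 7.4, 150 mM NaCl, TCEP, IgG, Thesit. Read-out: percent inhibition from loss of millipolarization. Measured by: FP readout, S and P plane fluorescence. Probe or stimulus: fluorescent TMR peptide probe.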
AddAB inh: growth inhibition of E. coli expressing H. pylori AddAB, primary screen, AddAB inhibitor project, absorbance. inhibition, % at 11.9 µM. actives 0.29% (n = 330,000); in the data active means inhibition above about 12%;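 further: 0% = vehicle wells of infected cells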
Wnt bcat act: Wnt/beta-catenin pathway activators, primary screen, cell-based, plate reader, single point | Wnt/beta-catenin reporter cell assay, activator | activation, % at 9.35 µM | actives 1.2% (n = 300,000); in the data active means activation above about 30%, passing the limit was not always enough;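 further: 0% = neutral control wells and 100% = positive control wells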
PfHsp90 set2: growth inhibition of PfHsp90-expressing yeast, primary screen, antimalarial PfHsp90 inhibitor project, S. cerevisiae, BacTiter-Glo luminescence, single point, set 2; inhibition, % at 9.4 µM; AID 504621, 2011; actives 0.32% (n = 310,000); BacTiter-Glo ATP, 48 h; yeast lacking PDR1 and PDR3 efflux regulators;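 active means every replicate shows inhibition above about 80%, whatever the replicate mean, limit read from the data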;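 further: 0% = DMSO neutral controls and 100% = 20 µM radicicol positive controls; yeast relying on Plasmodium falciparum Hsp90 in place of its own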
DAGLB inh: DAGLB lipase inhibitors, primary screen, biochemical, fluorescence, HTS; Diacylglycerol lipase-beta (Homo sapiens), Q8NCG7; HEK293T DAGLB membrane lysate, EnzChek fluorogenic substrate; inhibition, % at 5.17 µM; actives 0.059% (n = 340,000); in the data active means inhibition above about 34%;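 further: 0% = enzyme with vehicle and 100% = wells lacking enzyme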
Target sequence (Q8NCG7 whole entry, looked up): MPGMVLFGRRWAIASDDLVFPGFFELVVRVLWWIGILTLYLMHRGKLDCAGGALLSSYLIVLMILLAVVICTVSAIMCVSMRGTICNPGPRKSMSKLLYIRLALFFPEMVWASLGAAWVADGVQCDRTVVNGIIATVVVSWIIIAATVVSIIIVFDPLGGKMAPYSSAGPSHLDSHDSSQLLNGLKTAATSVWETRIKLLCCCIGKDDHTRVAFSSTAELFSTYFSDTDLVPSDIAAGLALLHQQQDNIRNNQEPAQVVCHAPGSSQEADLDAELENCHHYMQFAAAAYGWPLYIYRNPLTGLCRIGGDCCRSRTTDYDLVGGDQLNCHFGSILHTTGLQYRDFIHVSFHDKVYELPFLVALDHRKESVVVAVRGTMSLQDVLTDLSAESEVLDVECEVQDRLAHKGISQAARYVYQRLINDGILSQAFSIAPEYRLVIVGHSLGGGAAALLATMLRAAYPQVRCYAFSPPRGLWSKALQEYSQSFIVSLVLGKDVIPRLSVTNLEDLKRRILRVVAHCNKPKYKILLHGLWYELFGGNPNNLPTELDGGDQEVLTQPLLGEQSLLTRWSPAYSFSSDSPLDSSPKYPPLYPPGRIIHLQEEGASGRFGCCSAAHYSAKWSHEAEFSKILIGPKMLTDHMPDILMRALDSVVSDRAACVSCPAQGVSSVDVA
PvdQ inh: P. aeruginosa PvdQ acylase inhibitors, primary screen, biochemical, fluorescence, plate reader and imaging, single point | purified PvdQ acylase | inhibition, % at 10 µM | actives 0.063% (n = 340,000); in the data active means inhibition above about 30%, passing the limit was not always enough;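 further: 0% = vehicle neutral wells and 100% = reference inhibitor wells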
Ecoli viability: E. coli V3065 growth inhibition, primary screen, counter-screen for AddAB inhibitor project, absorbance, OD600. AID 449728, 2010. actives 0.27% (n = 330,000). 18 h. inhibition, % at 11.9 µM;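 active means inhibition above the campaign's mean inhibition across all tested compounds plus 3 SD, cut at about 9.9% in these data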;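 further: uninfected addAB+ strain grown without phage in ampicillin broth; 0% = DMSO wells and 100% = ciprofloxacin 0.95 µg/ml wells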
Rtt109 HAT inh: inhibitors of C. albicans Rtt109/Vps75 HAT, primary screen, biochemical, ThioGlo CoA-SH fluorescence, plate reader; Histone acetyltransferase RTT109 (Candida albicans (strain SC5314 / ATCC MYA-2876)), …; AID 540336, 2011; actives 0.16% (n = 330,000); inhibition, % at 34.9 µM; purified Rtt109/Vps75, 4 h;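 active means inhibition of at least 50% in every replicate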
Target sequence (Q5AAJ8 whole entry, looked up): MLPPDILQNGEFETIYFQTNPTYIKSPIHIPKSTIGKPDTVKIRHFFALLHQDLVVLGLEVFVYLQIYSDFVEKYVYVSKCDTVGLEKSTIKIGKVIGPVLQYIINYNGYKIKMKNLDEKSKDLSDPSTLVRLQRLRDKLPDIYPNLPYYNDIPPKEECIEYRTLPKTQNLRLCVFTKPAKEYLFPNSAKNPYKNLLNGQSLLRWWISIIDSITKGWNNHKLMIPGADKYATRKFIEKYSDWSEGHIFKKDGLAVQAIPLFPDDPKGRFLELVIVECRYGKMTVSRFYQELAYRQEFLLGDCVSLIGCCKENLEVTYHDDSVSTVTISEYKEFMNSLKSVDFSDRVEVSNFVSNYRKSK
* hit, by the source's call; x = not tested or not shown.

SMILES	Tat export inh	phage Ecoli inh	CAL PDZ FP	AddAB inh	Wnt bcat act	PfHsp90 set2	DAGLB inh	PvdQ inh	Ecoli viability	Rtt109 HAT inh
CC1(C)C(=O)Nc2ccccc2N1C(=O)COC(=O)c1ccc([N+](=O)[O-])o1	11	2.3	0.5	3.6	0	-12	-4	11	1.1	5
CC(C)NC(=O)CCn1c(=S)oc2ccccc21	2	1.9	-1.7	-0.7	-2	-7	2	1	-2.1	-13
CC(C)C(=O)N1C2CCC1CC(O)(c1ccc(F)cc1)C2 (stereo not given)	-1	4.3	0.3	2.1	5	-4	0	-9	0.9	-8
CC(C)OCCCNC(=O)c1cn(C)c2ccc(S(=O)(=O)N(C)C3CCCCC3)cc2c1=O	3	5.4	-2.2	1.2	-2	10	-6	-10	1.7	-4
COC(=O)/C=C/C(=O)Nc1cccc(C(F)(F)F)c1	11	1.2	-0.5	2.4	-5	7	-1	-5	1.6	3
CCOC(=O)C1CCN(C(c2cc3ccc(C)c(C)c3[nH]c2=O)c2nnnn2C2CCCCC2)CC1 (stereo not given)	-5	0.8	-1.5	-1.7	x	-9	2	-10	-1.5	-3
Cc1[nH]n(-c2ccccc2)c(=O)c1N=Nc1ccc2c(c1)OCO2	1	3.3	-2.0	2.1	50*	10	-2	-1	0.4	0
O=C(COc1cccc2ccccc12)NNC(=O)C1CCCO1 (stereo not given)	2	3.0	1.0	-1.3	x	-21	-3	-7	0.0	-3
Cc1ccc(-n2c3nc(=O)n(C)c(=O)c-3cc3ccccc32)cc1	x	0.6	x	0.2	-2	x	x	x	2.6	x
CCc1nnc(NC(=O)c2cc(-c3ccccc3)nn2-c2ccccc2)s1	1	0.7	0.2	-1.8	x	17	4	-2	-2.1	-12
CCCSc1nnc(NC(=O)c2nc(SC)ncc2Cl)s1	0	2.4	-2.1	4.7	x	21	-1	-10	2.0	1
CCn1c(CNC(=O)c2ccco2)nnc1SCC(=O)Nc1ccccc1Cl	0	-2.3	0.1	2.8	-3	7	1	-7	0.8	3
S=C(Nc1ccccc1)Nn1cnnc1	-9	2.8	0.3	4.2	x	24	1	30	0.5	-2
Cc1ccc(S(=O)(=O)NN/C(=N/S(=O)(=O)c2ccccc2)c2ccccc2)cc1	13	6.5	-0.4	2.5	0	-5	5	-12	0.9	-1
N#C/C(=C\Nc1ccc2cn[nH]c2c1)c1nc(-c2ccc(Cl)cc2)cs1	-4	-0.2	-0.8	-3.1	-8	x	-1	-14	1.2	3

Looked up one by one from the entries so far, 4 records:
SMILES	Tat export inh	phage Ecoli inh	CAL PDZ FP	AddAB inh	Wnt bcat act	PfHsp90 set2	DAGLB inh	PvdQ inh	Ecoli viability	Rtt109 HAT inh
CCOC(=O)C1CCN(C(c2cc3ccc(C)c(C)c3[nH]c2=O)c2nnnn2C2CCCCC2)CC1 (stereo not given)	-5	0.8	-1.5	-1.7	x	-9	2	-10	-1.5	-3
CC(C)C(=O)N1C2CCC1CC(O)(c1ccc(F)cc1)C2 (stereo not given)	-1	4.3	0.3	2.1	5	-4	0	-9	0.9	-8
CC(C)NC(=O)CCn1c(=S)oc2ccccc21	2	1.9	-1.7	-0.7	-2	-7	2	1	-2.1	-13
O=C(COc1cccc2ccccc12)NNC(=O)C1CCCO1 (stereo not given)	2	3.0	1.0	-1.3	x	-21	-3	-7	0.0	-3

Ordered by the number under DAGLB inh (high to low): some entries from above.
| SMILES | Tat export inh | phage Ecoli inh | CAL PDZ FP | Wnt bcat act | DAGLB inh | PvdQ inh | Rtt109 HAT inh |
| --- | --- | --- | --- | --- | --- | --- | --- |
| CCc1nnc(NC(=O)c2cc(-c3ccccc3)nn2-c2ccccc2)s1 | 1 | 0.7 | 0.2 | x | 4 | -2 | -12 |
| CCn1c(CNC(=O)c2ccco2)nnc1SCC(=O)Nc1ccccc1Cl | 0 | -2.3 | 0.1 | -3 | 1 | -7 | 3 |
| CC1(C)C(=O)Nc2ccccc2N1C(=O)COC(=O)c1ccc([N+](=O)[O-])o1 | 11 | 2.3 | 0.5 | 0 | -4 | 11 | 5 |

(more compounds)
SMILES	Tat export inh	phage Ecoli inh	CAL PDZ FP	AddAB inh	Wnt bcat act	PfHsp90 set2	DAGLB inh	PvdQ inh	Ecoli viability	Rtt109 HAT inh
CC(C)(C)c1cc(C(=O)NC2CC2)n(Cc2ccc(F)cc2)n1	4	1.4	-0.5	2.1	4	11	x	7	-3.1	19
Cc1ccc(NC(=O)CSc2nnc(NC(=O)C(C)C)s2)c(C)c1	-6	1.7	0.5	2.1	-1	-6	1	-10	-2.2	-3
O=C(CC1CC2CCC1C2)N1CCN(S(=O)(=O)c2ccccc2C(F)(F)F)CC1 (stereo not given)	4	1.8	1.7	-0.2	-4	-46	-4	-3	-0.3	-4
COc1cccc(NC(=O)C2CCCN(S(=O)(=O)c3cccc4nonc34)C2)c1 (stereo not given)	-6	6.5	-0.2	2.7	-2	-16	-2	12	-0.6	1
C=CCOC(=O)C1=C(C)NC(=O)NC1/C=C/c1ccccc1 (stereo not given)	-7	1.5	-1.7	0.5	-4	-1	2	-10	0.1	3
CCOC(=O)c1oc2cccc(OCC(O)CNC(C)C)c2c1C (stereo not given)	-4	-0.9	x	1.6	x	0	5	-4	-0.3	13
O=C(Nc1ccc(OC(F)(F)F)cc1)C1=NCCN1	8	2.3	-0.8	0.7	-8	-1	0	-5	0.7	-7
CCc1cc(=O)oc2cc(OCC(=O)N3CCC(C(N)=O)CC3)ccc12	-1	0.7	0.9	4.2	-1	-7	-1	-1	-2.2	3
O=C(Cn1nnc(-c2ccccc2)n1)N/N=C/c1cc([N+](=O)[O-])c(Cl)cc1Cl	-3	2.2	-0.2	0.9	6	-5	-1	10	-0.4	-10
NC(=O)Nc1n[nH]c(-c2ccccc2)n1	-1	-0.1	-0.8	x	-1	-29	0	-13	x	1
Cc1onc(-c2c(F)cccc2Cl)c1C(=O)NCCN1CCNC1=O	5	-0.1	1.3	3.5	3	0	x	-9	0.0	5
CCCn1nnnc1NCc1ccccc1C	8	2.5	x	-1.3	-2	-11	1	-16	0.5	0
CCOC(=O)CN1C(=O)C(Sc2n[nH]c(-c3cccc(C)c3)n2)CCc2ccccc21 (stereo not given)	5	0.9	-1.9	1.1	-1	-18	-7	-13	0.7	1
COc1ccc(-n2c(=S)[nH]c3cc(C(=O)NCc4cccnc4)ccc3c2=O)c(OC)c1	5	-0.1	-2.8	2.0	4	10	-1	-3	-0.6	-1
CCSc1nc2c([nH]c3ccccc32)c(=O)n1C	-6	-0.1	-1.4	2.0	1	-3	0	-8	2.8	-4

New compounds follow.
smiles | Tat export inh | phage Ecoli inh | CAL PDZ FP | AddAB inh | Wnt bcat act | PfHsp90 set2 | DAGLB inh | PvdQ inh | Ecoli viability | Rtt109 HAT inh
Cc1c(C(=O)N/N=C/c2cccnc2)sc(N)c1C#N | 5 | 0.7 | -0.1 | x | 4 | 14 | 3 | -8 | x | -8
CC(C)(C)NC(=O)C(c1cccs1)N(Cc1cccs1)C(=O)c1csnn1 (stereo not given) | 3 | 4.0 | 0.2 | 2.7 | -3 | -18 | 2 | -11 | -1.4 | -7
COc1ccc(C(=O)N(C)Cc2ccccc2F)cc1S(=O)(=O)N1CCCC1 | 2 | 2.9 | -1.3 | 1.4 | 0 | -1 | 0 | -17 | -2.1 | 1
O=C(Nc1cccc(Cl)c1)c1ccc(F)c(S(=O)(=O)N2CCN(c3ccccn3)CC2)c1 | 1 | 1.2 | -3.9 | 2.0 | x | -8 | -2 | -6 | 2.2 | 5
COc1ccc(C2C/C(=N\O)C(C)(C)O2)cc1 (stereo not given) | 7 | 2.1 | -0.4 | 3.6 | 2 | 37 | -1 | -15 | 2.0 | 11
CCOC(=O)c1ccc(S(=O)(=O)NNC(=O)Cc2csc(C)n2)cc1 | 1 | 1.0 | -0.1 | 0.2 | -2 | -6 | 1 | -5 | 0.0 | 2
CC1CCC2(CC1)NC(=O)N(CC(=O)NCCc1ccccc1)C2=O (stereo not given) | 7 | 3.8 | -0.8 | -2.0 | -2 | 4 | -2 | 3 | -1.7 | 9
COc1ccccc1C=Cc1ccnc2ccccc12 | -1 | 2.1 | -3.1 | x | -3 | x | -2 | -10 | x | 1
CC(=O)N1CCC2(CC1)C(C#N)=C(N)OC1=C2C(=O)CC(C)(C)C1 | 7 | 3.0 | -1.0 | -1.9 | x | 3 | 1 | -8 | 1.4 | -1
O=C(Nc1ccccc1)c1csc(-c2ccccc2)n1 | -3 | 5.0 | -1.7 | 2.1 | 8 | -26 | -19 | 0 | -1.2 | 8
Cc1ccc(C(=O)NCC(c2ccco2)N2CCOCC2)cc1 (stereo not given) | -2 | 3.8 | -2.4 | 2.5 | -1 | x | -1 | -17 | -0.6 | 1
Cc1ccc(Oc2nc3ccccn3c(=O)c2/C=C(\C#N)C(=O)NC2CCS(=O)(=O)C2)c(C)c1 (stereo not given) | -3 | 1.0 | -3.0 | 0.0 | 0 | 10 | -2 | -14 | 1.7 | -16
N#Cc1c(-c2ccco2)cc(-c2ccccc2)[nH]c1=O | -2 | 0.4 | -1.0 | 0.3 | 1 | 6 | 1 | 5 | 0.1 | -8
COc1ccc(OC)c(C(=O)CSc2nccc(-c3ccc(Br)cc3)n2)c1 | -7 | -0.8 | -2.9 | 1.4 | -6 | -17 | -6 | -5 | -2.9 | -5
Brc1ccc2c(c1)[C@H]1OCC[C@H]1[C@@H](c1cccs1)N2 | 1 | 3.6 | -0.3 | 4.3 | 1 | 9 | -3 | -7 | 0.2 | -14
O=C(COC(=O)COc1cccc(C(F)(F)F)c1)NC(=O)NC1CCCCC1 | 4 | 2.5 | 2.0 | 0.5 | 1 | x | -3 | 13 | 2.4 | -4
COc1cc(C(=O)Nc2ccccc2SCc2cc(=O)n3nc(C)sc3n2)cc(OC)c1OC | 1 | -0.8 | -1.7 | 2.5 | -1 | 14 | 0 | -17 | 1.4 | -8
COc1ccc(-c2nnc(SCC(=O)NNC(=O)c3ccc(C)cc3)o2)cc1 | -1 | 0.6 | -0.4 | -0.1 | 13 | 6 | 0 | 5 | -0.2 | -14
CSc1ccccc1C(=O)N1CCN(S(=O)(=O)c2sc(C(=O)O)c(C)c2C(=O)O)CC1 | -5 | 0.5 | 0.1 | -2.7 | -3 | x | 2 | -6 | -1.8 | -6
COc1ccc(S(=O)(=O)Cc2ccc(C(=O)NCCc3ccc(S(N)(=O)=O)cc3)o2)cc1 | 16 | 4.2 | -0.2 | 1.8 | -3 | 5 | -5 | -25 | -1.5 | 3
CCCc1[nH]nc2c1C(Cc1ccccc1)C(C#N)=C(N)O2 (stereo not given) | 1 | 1.9 | -0.6 | -2.4 | -2 | -7 | -2 | 14 | -2.0 | 12
CCc1cc2c(=O)c(-c3nc4ccccc4n3C)c(C)oc2c(CN2CCCCC2)c1O | -3 | 4.1 | -1.0 | 2.9 | 1 | -26 | -1 | -10 | -0.8 | -16
